# High-throughput results: PubChem, National Center for Advancing Translational Sciences (NCATS)
# GAA spleen mod: inhibits or activates alpha-glucosidase in human spleen homogenate; 0.006% of 240,000 active; Potency, µM (titrated, usually from 79.9 µM), for the others: at the top dose activity change, negative = inhibition, actives largely listed as inhibitors; human spleen homogenate, 4-MU-alpha-glucoside fluorescence;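 note: 0% = enzyme with vehicle and -100% = no enzyme basal signal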
#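 AC50 values come from Hill-equation fits of concentration-response data, normalized to no-enzyme and full-activity controls. Enzyme source: 1 ug human spleen homogenate; 1 mM fluorogenic 4-MU glucoside, pH 5.0 citrate buffer, 37 C, 40 min.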
# GLA spleen mod: inhibits or activates alpha-galactosidase in human spleen homogenate; human spleen homogenate, 4MU-alpha-Gal fluorescence, 40 min; Potency, µM (top dose mostly 80 µM), for the others: at the highest dose activity change, negative = inhibition, hits mostly inhibitors; 0.008% of 240,000 active;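 note: 0% = enzyme with vehicle and -100% = no enzyme basal signal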
# Target sequence (P06280 32-429 limits assumed): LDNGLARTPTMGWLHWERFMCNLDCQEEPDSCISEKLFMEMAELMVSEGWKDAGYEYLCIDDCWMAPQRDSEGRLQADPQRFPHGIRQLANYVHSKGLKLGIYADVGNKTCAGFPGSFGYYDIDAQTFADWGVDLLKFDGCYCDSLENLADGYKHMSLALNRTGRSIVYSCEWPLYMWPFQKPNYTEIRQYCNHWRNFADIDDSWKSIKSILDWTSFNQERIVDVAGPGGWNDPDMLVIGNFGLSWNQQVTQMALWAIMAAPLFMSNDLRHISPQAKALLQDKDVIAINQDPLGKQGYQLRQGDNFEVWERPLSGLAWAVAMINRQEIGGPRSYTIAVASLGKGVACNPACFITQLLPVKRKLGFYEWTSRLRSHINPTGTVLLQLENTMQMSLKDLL
#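 Inhibition or activation of alpha-galactosidase in human spleen homogenate is scored by 4-MU fluorescence after 40 min at 37C, pH 5.0, with 1 mM substrate. AC50s come from concentration-response fitted to the Hill equation.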
# Tau ThT inhib: inhibitors of human tau fibril formation, thioflavin T binding; P10636; recombinant tau K18 P301L, heparin-induced fibrillization, ThT fluorescence; Potency, µM (titrated, usually from 57.4 µM), without a hit: at the highest dose activity, negative = inhibition, hits mostly inhibitors; 2.1% of 270,000 active; AID 1460; note: % is set by controls: 0 for no effect and ±100 for the full control effect; nearly all actives have a fitted effect of over 55% in size
# Target sequence (P10636 561-689 P618L limits assumed): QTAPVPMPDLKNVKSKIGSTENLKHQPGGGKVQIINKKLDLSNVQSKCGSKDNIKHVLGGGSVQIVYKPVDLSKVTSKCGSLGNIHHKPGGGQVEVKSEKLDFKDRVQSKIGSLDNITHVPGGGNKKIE
#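 Heparin-induced fibrillization of the P301L-mutant K18 repeat-domain fragment of human tau was followed by ThT binding in quantitative high-throughput format.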
# HTT ATP protect: cytoprotection in Huntington HTT-Q103 PC12 cell model; PC12 HTT-Q103 induced, cytoprotection, ATP luminescence, 40 h; Potency, µM (titrated, usually from 56.4 µM), for inactives: cytoprotection (ATP increase), usual class: activators; 0.14% of 230,000 active; AID 1471;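 note: % of control where 0% means no effect; nearly all actives have a fitted effect of over 45% in size; toxic huntingtin expression switched on by the ecdysone agonist tebufenozide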
#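 Compounds added alongside 100 nM tebufenozide, which induces toxic Q103 huntingtin exon 1-GFP in stable PC12 cells; surviving cells quantified by luminescent ATP measurement. Medium: phenol red-free DMEM, 5% equine and 5% calf serum.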
# GAA glycogen: GAA glycogen-cleavage inhibition or activation; AID 2100; 0.38% of 300,000 active; Potency, µM (highest dose often 76.4 µM), for the others: top-dose activity change, negative = inhibition, usual class: inhibitors; P10253; recombinant GAA, glycogen substrate, Amplex Red glucose oxidase fluorescence;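 note: 0% = full enzyme reaction and -100% = no-enzyme basal signal; the screen sought inhibitors and activators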
#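 Natural-substrate format: glycogen cleavage by 4 nM human enzyme, glucose read by Amplex Red coupling (Ex 573, Em 610 nm). Normalized to enzyme and no-enzyme controls.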
# Tau fluor cs: counter-screen for tau fibril formation inhibitors | tau K18 P301L Alexa594 fluorescence, heparin fibrillization | Potency, µM (doses to about 57.7 µM), without a hit: at the top dose activity change, negative = decrease | 0.93% of 280,000 active | AID 1463; note: % is set by controls: 0 for no effect and ±100 for the full control effect; nearly all actives have a fitted effect of over 55% in size
#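 Human tau K18 P301L (15 uM unlabeled, 0.24 uM Alexa 594-labeled) in 100 mM sodium acetate pH 7 with 20 uM heparin, 6 hr at 37 C. ThT 30 uM added, 1 hr ambient; Alexa 594 FP and total fluorescence read at 555/632 nm.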
# GAA inh: alpha-glucosidase (human) inhibition; 0.005% of 200,000 active; AID 1466; Potency, µM (highest dose often 76.9 µM), for inactives: top-dose activity change, negative = inhibition, actives largely listed as inhibitors; purified human GAA, 4-MU-alpha-glucoside fluorescence; P10253;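 note: plate controls were uninhibited enzyme wells for no effect and no-enzyme background for full effect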
#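 Endpoint fluorogenic read: 20 min room-temperature reaction of 4 nM human alpha-glucosidase with 400 uM 4-methylumbelliferyl-alpha-D-pyranoside, pH 5.0, quenched with 1M NaOH/1M glycine pH 10. AC50 from Hill modeling.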
# Tau FP inhib: inhibitors of human tau fibril formation; P10636; K18 P301L tau heparin fibrillization, Alexa594 FP, 6 h; Potency, µM (series often up to 57.7 µM), for inactives: at the highest dose activity, negative = inhibition, most hits filed as inhibitors; 0.39% of 280,000 active; AID 1468; note: % is set by controls: 0 for no effect and ±100 for the full control effect; nearly all actives have a fitted effect of over 55% in size
#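 Steps: dispense K18 P301L tau (15 uM plus 0.24 uM Alexa 594 tracer, final) in pH 7 sodium acetate; add compound; add heparin (20 uM final); incubate 6 hr, 37 C; add ThT (30 uM final); after 1 hr ambient, read FP.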
# * = called active by the depositor; ? = inconclusive; . = no result given; & = joins results of further samples; [ ] = another dose, or the depositor's remark. Calls come from the whole dose curve; as a rule, active = well fitted curve in the direction sought with a large enough effect; inconclusive = small, poorly fitted or top-dose-only effect, or another doubt; inactive = no such curve, though single readings can be large; an effect the other way counts as inactive or inconclusive. Potency is the fitted concentration of half-maximal effect. Not a hit list. About 3.3% of those tested had a hit in this group.
[1] COc1ccccc1CC(Cc1nc2ccccc2[nH]1)c1nc2ccccc2[nH]1 (stereo unspecified)
[2] O=C1CC(c2ccccc2)CC(O)=C1C=NCCCO (stereo unspecified)
[3] Brc1ccc([C@H]2CN3CCSC3=N2)cc1
[4] Fc1ccc(CNCCCSc2nnnn2-c2ccccc2)cc1
[5] CC(C)=NOc1nc(N(C)C)nc(N2CCOCC2)n1
[6] COc1cccc(N/N=C(\C#N)S(=O)(=O)C(C)(C)C)c1
[7] CCN(C(=O)CSc1cc(C)c2ccccc2n1)C1CCS(=O)(=O)C1 (stereo unspecified)
[8] NC(=O)C1CNc2ccccc2O1 (stereo unspecified)
assay / entry,1,2,3,4,5,6,7,8
GAA spleen mod,-3.3%&-3.1%,-9.7%,0.0%,.,0.9%,-7.8%,-12.4%,-7.1%
GLA spleen mod,6.1%&-14.4%,2.3%,-26.4%,.,1.5%,-9.4%,4.6%,16.9%
Tau ThT inhib,-7.6%&-12.3%,-4.3%,-9.3%,-4.4%,-11.6%,-12.4%,-0.9%,4.8%
HTT ATP protect,-37.0%[inhibitor][1.9 µM],-8.7%,-0.9%[1.9 µM],.,3.7%[10 µM],-13.4%,9.9%,-0.8%
GAA glycogen,4.9%,3.9%,.,-6.8%[76.3 µM],-6.9%,-14.8%,7.3%,-4.8%
Tau fluor cs,?,-4.1%,-4.5%,-13.3%,-14.9%,-7.6%,-6.0%,-1.4%
GAA inh,-8.9%,?,.,.,.,-8.7%,1.6%,-8.6%
Tau FP inhib,-10.3%&-13.7%,4.9%,-0.8%,-2.4%,-4.3%,2.4%,-5.5%,2.4%

[9] Nc1ccnn1-c1ccccc1
[10] CCOC(=O)c1c(NC(=O)COC(=O)c2ccccn2)sc2c1CCC2
[11] CCOC(=O)c1sc(NC(=O)c2ccco2)c(C#N)c1C
[12] COc1ccccc1-c1nc2c(c(SCC(=O)Nc3ccc(C)c(C)c3)n1)Cc1c(CO)cnc(C)c1O2
[13] COc1cc(CO)ccc1Oc1nc2ccccc2n2cnnc12
[14] CC(C)Oc1ccc(Cn2c(-c3ccco3)n[nH]c2=S)cc1
[15] CCC(CC)C(=O)N1c2ccccc2C(C)(c2ccccc2)CC1(C)C (stereo unspecified)
[16] COc1ccc(NC(=S)N2CCN(C/C=C/c3ccccc3)CC2)cc1OC
assay / entry,9,10,11,12,13,14,15,16
GAA spleen mod,-4.7%,0.6%,-1.7%,.,-1.6%,-6.5%,.,2.0%
GLA spleen mod,0.0%,2.8%,-3.9%,.,3.1%,-8.9%,.,-12.2%
Tau ThT inhib,.,-9.6%,-17.6%,-9.5%,-5.9%,?,-11.1%,-13.9%
HTT ATP protect,5.0%[10 µM],-0.1%[10 µM],.,.,5.9%[10 µM],7.1%[1.9 µM],.,-9.8%
GAA glycogen,-1.6%,8.8%,2.5%,1.1%[76.3 µM],-8.4%,?,16.2%[76.3 µM],-17.3%
Tau fluor cs,1.7%,-0.6%,-15.7%,11.5%,6.8%,-19.8%,-5.8%,-17.8%
GAA inh,.,-2.9%,-3.3%,.,.,-0.6%,.,-4.3%
Tau FP inhib,-2.2%,8.2%,6.7%,3.6%,-1.4%,1.4%,2.2%,7.6%

[17] COc1cc(OC)c(OC)cc1/C=C/C(=O)c1ccc(NS(=O)(=O)c2ccc(C)cc2)cc1
[18] CCC(CC)c1nc(C#N)c(NCc2ccccc2)o1
[19] Cc1ccc(NC(=O)c2cc3c([nH]c2=O)CC(C)(C)CC3=O)c(C)c1
[20] NC(=O)C1CCN(C(=O)c2cc(S(=O)(=O)N3CCOCC3)c(Cl)cc2Cl)CC1
[21] CCN(CC)C(=O)Cn1cc(S(=O)(=O)CC(=O)NCCc2ccc(OC)c(OC)c2)c2ccccc21
[22] CCOC(=O)N1CCN(C(=O)CCN2C(=O)COc3ccc(C)cc32)CC1
[23] CCOC(=O)c1ccc(NC2=CC(c3ccc(O)c(OCC)c3)N(c3ccc(C(=O)OCC)cc3)C2=O)cc1 (stereo unspecified)
[24] CCCNC(=S)N1CCC(C(=O)c2ccc3c(c2)OCCO3)CC1
assay / entry,17,18,19,20,21,22,23,24
GAA spleen mod,-3.4%,2.1%,.,-4.2%,1.0%,-4.8%,.,-7.4%
GLA spleen mod,8.7%,-1.3%,.,2.7%,5.6%,-2.2%,.,5.6%
Tau ThT inhib,?,-3.6%,-5.9%,-4.1%,-3.9%,-4.8%,-3.6%,-9.6%
HTT ATP protect,-1.2%[10 µM],5.5%[10 µM],.,13.5%,11.7%,-5.2%,.,-5.9%
GAA glycogen,-8.3%,-22.9%,-16.8%[76.3 µM],1.4%,-17.6%,2.7%,-1.9%[76.3 µM],1.5%
Tau fluor cs,?,-7.7%,-4.7%,-1.2%,-7.1%,6.9%,-10.3%,-9.0%
GAA inh,?,-11.9%,.,-15.2%,4.0%,-9.1%,.,0.8%
Tau FP inhib,1.9%,1.9%,-4.2%,-5.4%,0.4%,2.9%,0.9%,4.9%

[25] CSc1ccccc1C(=O)Nc1nc2ccccc2[nH]1
[26] O=C(NCCCN1CCOCC1)c1ccc(CNS(=O)(=O)c2ccc(Br)cc2)cc1
[27] Cc1ccc2occ(CC(=O)N(Cc3ccc(Cl)cc3)Cc3ccco3)c2c1
[28] Cc1cc(CNC(=S)Nc2ccc(Br)cc2Cl)nn1C
[29] O=C(c1cn(-c2ccc(Cl)c(Cl)c2)nn1)C1CC1
[30] Cc1c(C(=O)N2CCc3ccccc3C2)oc2ccc(S(=O)(=O)N3CCCCCC3)cc12
[31] O=C(O)c1cc([N+](=O)[O-])ccc1NCc1ccccc1Cl
[32] Fc1ccc(-c2nc3n(c2-c2ccncc2)CCS3)cc1
assay / entry,25,26,27,28,29,30,31,32
GAA spleen mod,0.2%,-4.6%,.,-4.5%,-21.8%,8.3%,-4.7%,9.6%
GLA spleen mod,-2.6%,-3.1%,.,-3.5%,1.0%,7.2%,-25.4%,-2.5%
Tau ThT inhib,-0.9%,2.3%,?,8.3%,-6.5%,-14.7%,?,-15.2%
HTT ATP protect,-5.8%[10 µM],.,.,-5.5%,-1.0%[10 µM],5.3%[10 µM],-41.7%[inhibitor],?
GAA glycogen,6.0%,-4.8%,-10.8%[76.3 µM],2.4%,-7.1%,1.7%,6.1%,.
Tau fluor cs,2.9%,-0.9%,-24.3%,3.6%,1.3%,-1.0%,-7.8%,-12.8%
GAA inh,1.0%,1.1%,.,5.5%,-1.4%,-5.1%,-1.0%,.
Tau FP inhib,3.4%,2.7%,-13.1%,12.7%,-3.1%,1.0%,-1.6%,-3.4%

[33] C=CCOC(=O)C1C(=O)CC(C)(O)C(C(=O)OCC=C)C1c1ccc(OCC)cc1 (stereo unspecified)
[34] CO[C@H]1COC(=O)[C@H](C)COC(=O)[C@@H](OCc2ccccc2)/C=C\[C@@H]1C
[35] C/C(=N\NC(=O)c1cc2ccccc2cc1O)c1ccc2c(c1)OCO2
[36] C#CCCOC(=O)N1C2=NC(C(=O)OC)=C(C(=O)OC)[C@@H]3N(CC#CC)c4ccccc4[C@]23C[C@H]1C(=O)OC
[37] CC(NC(=O)COc1ccccc1)C(c1cccs1)N1CCCC1 (stereo unspecified)
[38] COc1ccc(NC(=O)c2nnn(Cc3ccccc3C)c2N)c(OC)c1
[39] CCCN(CCC)CCNc1c(NC2CCN(C(=O)OCC)CC2)c(=O)c1=O
[40] CC(=O)N1CCCc2cc(S(=O)(=O)N3CCc4ccccc4C3)ccc21
assay / entry,33,34,35,36,37,38,39,40
GAA spleen mod,2.1%,1.7%[17.4 µM],1.7%,-0.5%[17.4 µM],6.7%,.,7.2%,-17.5%
GLA spleen mod,0.5%,7.2%[17.5 µM],7.0%,7.5%[17.5 µM],5.6%,.,1.8%,2.0%
Tau ThT inhib,-14.3%,-2.9%[11.5 µM],7.08µM*,-4.1%[11.5 µM],-3.1%,-4.7%,-7.9%,-4.0%
HTT ATP protect,3.8%[10 µM],1.3%[10 µM],-22.9%,-7.3%[10 µM],-33.9%,.,1.3%,35.0%[10 µM]
GAA glycogen,-3.8%,.,?,.,-0.6%,-1.2%[76.3 µM],10.1%,-5.9%
Tau fluor cs,-12.4%,-0.8%[11.6 µM],?,-4.5%[11.6 µM],-8.5%,?,-5.0%,-1.2%
GAA inh,?,.,8.1%,.,2.6%,.,-4.8%,-7.7%
Tau FP inhib,1.6%,3.3%[11.6 µM],1.0%,-0.4%[11.6 µM],-12.7%,-1.5%,0.8%,9.1%

# In the list so far, these have a Cl atom:
[20] NC(=O)C1CCN(C(=O)c2cc(S(=O)(=O)N3CCOCC3)c(Cl)cc2Cl)CC1
[27] Cc1ccc2occ(CC(=O)N(Cc3ccc(Cl)cc3)Cc3ccco3)c2c1
[28] Cc1cc(CNC(=S)Nc2ccc(Br)cc2Cl)nn1C
[29] O=C(c1cn(-c2ccc(Cl)c(Cl)c2)nn1)C1CC1
[31] O=C(O)c1cc([N+](=O)[O-])ccc1NCc1ccccc1Cl
assay / entry,20,27,28,29,31
GAA spleen mod,-4.2%,.,-4.5%,-21.8%,-4.7%
GLA spleen mod,2.7%,.,-3.5%,1.0%,-25.4%
Tau ThT inhib,-4.1%,?,8.3%,-6.5%,?
HTT ATP protect,13.5%,.,-5.5%,-1.0%[10 µM],-41.7%[inhibitor]
GAA glycogen,1.4%,-10.8%[76.3 µM],2.4%,-7.1%,6.1%
Tau fluor cs,-1.2%,-24.3%,3.6%,1.3%,-7.8%
GAA inh,-15.2%,.,5.5%,-1.4%,-1.0%
Tau FP inhib,-5.4%,-13.1%,12.7%,-3.1%,-1.6%
